Screens as filed in PubChem BioAssay.
Peg3 promoter: Peg3 promoter-driven luciferase inhibitors, primary screen, cell-based, HeLa, luciferase luminescence | HeLa PEG-Prom luciferase reporter, overnight | inhibition, % at 20 µM | 1.7% of 360,000 active | AID 588405, 2011;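 active means inhibition of at least 50% at 20 µM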
MITF TRPM1 inh: inhibitors of MITF-dependent TRPM1 promoter reporter, primary screen, cell-based, SK-MEL-5, single point, luciferase. AID 488899, 2010. inhibition, % at 12.5 µM. 0.83% of 330,000 active. SK-MEL-5 TRPM1 promoter luciferase, 24 h;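 active means mean inhibition across replicates of 60% or more, whatever share of single replicates reaches that level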; further: values of inactives mirror those of a sister screen read the other way
NR2E3 ag-1: NR2E3 agonists in two-hybrid cells, primary screen, cell-based, luminescence, CHO-S, Gal4-NCOR/VP16-NR2E3; luciferase; inhibition of corepressor binding, % at 3.98 µM; 0.35% of 360,000 active; AID 602229, 2012;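 active means inhibition above the mean of all tested compounds plus 3 SD, cut at about 70% in these data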;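 further: 0% = DMSO with NR2E3 transfected cells and 100% = cells lacking NR2E3 construct; higher means lower luciferase signal from less NR2E3 corepressor binding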
Target sequence (Q9Y5X4 whole entry, looked up, the tested form may be a part): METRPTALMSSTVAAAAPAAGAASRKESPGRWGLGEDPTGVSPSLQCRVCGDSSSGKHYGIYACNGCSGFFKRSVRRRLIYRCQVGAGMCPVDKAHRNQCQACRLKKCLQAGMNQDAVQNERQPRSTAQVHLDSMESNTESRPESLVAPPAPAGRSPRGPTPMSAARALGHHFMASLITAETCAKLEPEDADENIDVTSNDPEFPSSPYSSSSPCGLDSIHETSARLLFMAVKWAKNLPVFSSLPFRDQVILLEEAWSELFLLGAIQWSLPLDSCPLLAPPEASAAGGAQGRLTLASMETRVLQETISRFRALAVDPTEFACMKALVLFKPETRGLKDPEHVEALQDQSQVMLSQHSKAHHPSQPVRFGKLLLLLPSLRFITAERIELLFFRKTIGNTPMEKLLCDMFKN
NR2E3 ag-2: inhibitors of NR2E3-RetCOR corepressor binding, primary screen, NR2E3 agonist project, biochemical, TR-FRET, GST-NR2E3, biotin-RetCOR; Photoreceptor-specific nuclear receptor (Homo sapiens), Q9Y5X4; 1536-well; inhibition of corepressor binding, % at 4.78 µM; 0.12% of 320,000 active; AID 2300, 2010;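 active means percent inhibition above the cutoff of mean plus 3 SD of all tested compounds, set per screening campaign, cut at about 20% in these data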;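 further: 0% = DMSO wells and 100% = biotin wells as full block of FRET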
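Material: NR2E3–RetCOR corepressor complex | Quantity: 1.35 nM GST-tagged NR2E3 final | Schedule: 5 h at 4 °C | Replication: Singlicate compound wells | Reagent: RetCOR corepressor, biotinylated, 7 nM | Controls: Biotin wells as high control, 0.6% DMSO wells as low control | Signal: TR-FRET, Eu(K)-anti-GST donor, streptavidin-D2 acceptor, ex 340, em 617/671 nm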
H9c2 protect: cardioprotection against H2O2-induced cell death, primary screen, uHTS, H9c2 cells, ATPLite luminescence | protection from H2O2 cell death, % at 20 µM | H9c2 cardiomyocytes, H2O2 injury protection, 2 h | 0.63% of 360,000 active | AID 588492, 2011;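 active means compounds giving at least 50% protection of heart cells from peroxide-induced death in the single-dose screen, raw or plate-pattern-corrected value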;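 further: 0% = DMSO wells with peroxide and 100% = DMSO wells without peroxide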
iPSC survival up: enhancers of single-cell hiPSC survival, primary screen, ATPlite luminescence; 100% = ROCK inhibitor wells, 0% = DMSO; survival enhancement, % at 20 µM; 0.044% of 360,000 active; in the data active means survival enhancement above about 18%;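 further: cells exposed to compounds for 16 hours before the ATP read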
PDI turbidity: inhibitors of human PDI, primary screen, biochemical, turbidity, single point, plate reader | Protein disulfide-isomerase (Homo sapiens), P07237 | PDI insulin aggregation turbidity, A650, 90 min | inhibition, % at 10 µM | 0.052% of 350,000 active | AID 588391, 2011;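 active means mean inhibition across replicates of 30% or more, whatever share of single replicates reach that level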;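 further: absorbance from insulin aggregation driven by PDI reduction with DTT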
CaV13 ICDI inh: Primary screen for inhibitors of IQ motif and Ca2+-dependent inactivation inhibitor domain binding in CACNA1D, Förster resonance energy transfer in living cells, …; 0.098% of 340,000 active; inhibition, % at 12.3 µM; HEK cells, CFP/YFP FRET ICDI-IQ, plate reader, 10 min; percent FRET-ratio fall versus neutral wells;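 active means mean replicate inhibition of at least 30% and at least 1% of replicates passing that level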;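 further: 0% = median of the neutral control wells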
m5-HT2A agonist: mouse Htr2a agonists via beta-arrestin recruitment, primary screen, cell-based, luminescence. 5-hydroxytryptamine receptor 2A (Mus musculus), P35363. AID 624169, 2012. 0.66% of 360,000 active. activation, % at 7.6 µM. CHO-K1 mHTR2A beta-arrestin complementation; percent of 30 µM serotonin response;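 active means activation above a run cutoff, the mean activation of all tested compounds plus 3 SD, cut at about 14% in these data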;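 further: 0% = plate median of compound wells and 100% = 30 µM serotonin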
Shn3 inh set2: reduction of Shn3 3'UTR firefly luciferase signal, primary screen, Schnurri-3 inhibitor project, cell-based, Clone20 osteoblasts, set 2 | Clone20 osteoblast Shn3 3'UTR firefly luciferase, 24 h | inhibition, % at 12.5 µM | 0.52% of 360,000 active;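 active means mean inhibition of at least 75% with every replicate also reaching 75%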;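 further: 0% = median of neutral control wells and 100% = pilot-screen positive control compound; some compounds past the cut are filed as inactive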
HIF-2a inh: HIF-2a reporter inhibitors, primary screen, luminescence, 786-0 RCC cells; 786-0 RCC cells HIF-2a reporter, luciferase luminescence, overnight; inhibition, % at 18.8 µM; 0.72% of 360,000 active; AID 624352, 2012;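 active means inhibition of the luminescence signal of 40% or more relative to plate controls, in a single-dose primary screen at 18.75 µM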
* hit, by the source's call; · = not tested or not shown.

no.	Compound	Peg3 promoter	MITF TRPM1 inh	NR2E3 ag-1	NR2E3 ag-2	H9c2 protect	iPSC survival up	PDI turbidity	CaV13 ICDI inh	m5-HT2A agonist	Shn3 inh set2	HIF-2a inh
1	NC(=O)C1CCCN(Cc2ccc(Cl)cc2)C1 (stereo not given)	-10.8	-14.0	-24.6	-1.1	-5.6	0.7	2.9	-3.4	1.8	13.7	-29.5
2	Cc1cccc(C)c1NS(=O)(=O)c1ccc(NC(=O)c2ccc(Cl)c([N+](=O)[O-])c2)cc1	106.2*	-6.1	12.9	3.1	-21.8	-4.0	1.8	-2.8	13.2	17.7	90.5*
3	CN(C)S(=O)(=O)c1ccc(C(=O)Nc2ccccc2[N+](=O)[O-])cc1	-1.2	5.9	-5.2	-2.3	3.0	-1.4	-1.2	-5.7	-1.9	-6.4	-28.9
4	Cc1ccccc1N1CCN(C2CCCN(C(=O)c3cc(C(C)C)[nH]n3)C2)CC1 (stereo not given)	19.9	-8.4	26.3	-2.8	5.7	-0.5	9.3	-3.4	1.9	-5.5	13.6
5	CC(=O)c1ccc(NC(=O)C2CCC(C)NC2=O)cc1 (stereo not given)	-2.7	1.1	10.9	1.2	5.1	3.3	4.0	1.3	5.7	-7.9	-4.6
6	CCOc1cc(C)nc(N2CCC(C(=O)NC3CC3)CC2)n1	-9.0	4.2	-0.9	·	4.2	0.4	-3.0	-2.3	1.3	3.0	2.8
7	c1ccc(Cc2nnc3sc(Nc4ccccc4)nn23)cc1	-10.9	2.7	-14.9	5.4	-13.4	7.7	-13.7	-3.8	-1.1	43.6	-37.7
8	c1ccc(C2OC3c4cccc5cccc(c45)C3N2c2ccccc2)cc1 (stereo not given)	-9.4	15.6	-11.4	-2.7	0.3	7.7	6.0	-3.2	-3.8	8.4	2.6
9	O=C(CNc1cccc(C(F)(F)F)c1)Nc1cccc(S(=O)(=O)N2CCCC2)c1	35.2	7.9	14.4	1.4	-10.6	0.4	11.4	-4.3	8.3	22.9	8.0
10	C/C=C/c1ccccc1OCc1ccc(C(=O)O)o1	-17.2	4.5	-6.7	0.4	-2.2	3.1	-8.4	-4.8	12.1	-1.8	-17.1

5 entries from above, arranged by heavy-atom count, high to low:
no.	Compound	Peg3 promoter	MITF TRPM1 inh	NR2E3 ag-1	NR2E3 ag-2	H9c2 protect	iPSC survival up	PDI turbidity	CaV13 ICDI inh	m5-HT2A agonist	Shn3 inh set2	HIF-2a inh
2	Cc1cccc(C)c1NS(=O)(=O)c1ccc(NC(=O)c2ccc(Cl)c([N+](=O)[O-])c2)cc1	106.2*	-6.1	12.9	3.1	-21.8	-4.0	1.8	-2.8	13.2	17.7	90.5*
9	O=C(CNc1cccc(C(F)(F)F)c1)Nc1cccc(S(=O)(=O)N2CCCC2)c1	35.2	7.9	14.4	1.4	-10.6	0.4	11.4	-4.3	8.3	22.9	8.0
3	CN(C)S(=O)(=O)c1ccc(C(=O)Nc2ccccc2[N+](=O)[O-])cc1	-1.2	5.9	-5.2	-2.3	3.0	-1.4	-1.2	-5.7	-1.9	-6.4	-28.9
5	CC(=O)c1ccc(NC(=O)C2CCC(C)NC2=O)cc1 (stereo not given)	-2.7	1.1	10.9	1.2	5.1	3.3	4.0	1.3	5.7	-7.9	-4.6
10	C/C=C/c1ccccc1OCc1ccc(C(=O)O)o1	-17.2	4.5	-6.7	0.4	-2.2	3.1	-8.4	-4.8	12.1	-1.8	-17.1

(next part)
no.	Compound	Peg3 promoter	MITF TRPM1 inh	NR2E3 ag-1	NR2E3 ag-2	H9c2 protect	iPSC survival up	PDI turbidity	CaV13 ICDI inh	m5-HT2A agonist	Shn3 inh set2	HIF-2a inh
11	CCC(NS(=O)(=O)c1ccc(C)cc1)C(=O)N1CCOCCOCCOCCOCC1 (stereo not given)	7.3	-0.1	-17.3	-0.9	-4.8	0.9	-3.9	-3.2	4.1	-9.8	-1.5
12	O=C1NC[C@@H](CCCCN2CCN(CC3CCCCC3)C(=O)C2=O)N(Cc2ccccc2)C1=O	·	·	-22.1	·	·	-0.2	·	-2.7	-0.8	·	-6.0
13	COc1cc(OC)cc(C(=O)N/N=C(\C)CC(=O)Nc2ccccn2)c1	13.2	-2.5	-7.4	3.1	-0.8	0.7	8.0	-6.9	-5.1	8.5	12.9
14	CC(=O)C1=C(O)C(=O)N(c2ccc(C(=O)O)cc2)C1c1ccccc1 (stereo not given)	5.7	1.9	2.7	6.2	0.4	-2.7	-6.2	-2.5	-1.1	-9.2	0.3
15	CCC(C)NC(=O)CCNS(=O)(=O)c1ccc(Br)cc1 (stereo not given)	10.4	11.1	-2.8	3.3	4.9	1.1	15.8	-3.6	14.3	-10.5	-2.0
16	Cn1nnc(NC(=S)NC(=O)c2ccco2)n1	-6.5	-3.8	-1.3	2.9	-0.1	-3.5	-1.8	-17.4	5.4	-13.1	9.7
17	COc1ccccc1NC(=O)CN(Cc1ccco1)C(=O)c1cc(Cl)c(OC)c(OC)c1	19.7	·	-11.5	·	1.0	-2.4	-42.7	-5.4	5.2	5.1	0.0
18	N#C/C(=C(/O)CN1CCN(c2ccccc2F)CC1)c1nc(-c2ccccc2)cs1	2.8	19.8	15.8	1.5	-1.6	-0.5	4.2	-5.2	-1.8	2.5	3.7
19	CC(C)c1ccc2[nH]c3c(c2c1)CCCC3=O	0.4	3.9	-2.2	0.3	-12.7	2.1	-2.4	-2.3	-4.9	-3.5	-40.7
20	CC(=O)c1ccc(N2CCN(C(=O)CCCn3c(=O)[nH]c4ccc(Br)cc4c3=O)CC2)cc1	25.8	-7.8	-13.7	2.8	-0.4	1.0	15.8	-6.0	8.2	12.5	15.4
21	Cc1cccc(N2C(=O)CC(N3CCN(c4ccc(Cl)cc4)CC3)C2=O)c1 (stereo not given)	15.3	1.8	11.0	1.5	-3.3	0.5	-2.8	-2.8	-1.6	-11.1	21.2
22	O=C(Nc1ccc2c(c1)OCCO2)c1cccc(C(=O)Nc2ccc3c(c2)OCCO3)c1	-54.6	-39.6	-43.3	1.8	26.2	0.1	-4.9	-5.8	-4.7	-72.5	-27.8
23	O=C(Nc1ccc(NC(=O)c2ccccn2)cc1)C(=O)Nc1ccc2c(c1)OCCO2	-16.0	-9.2	-19.8	-0.4	4.7	-0.2	-1.8	-5.4	6.0	-16.5	-14.8
